Screens as filed in PubChem BioAssay.
AmpC detergent – qHTS Inhibitors of AmpC Beta-Lactamase (assay with detergent). AmpC hydrolysis of nitrocefin, absorbance 480 nm, 0.01% Triton. P00811. Potency, µM (doses to about 114 µM), for the others: at the top dose activity change, negative = inhibition, hits mostly inhibitors. 370,000 tested, 0.041% active;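 note: potency is the fitted concentration of half-maximal effect; 0% = no-compound wells and -100% = no-enzyme wells; nearly all actives have a fitted effect of over 25% in size; some results filed as inactive show a strong effect at the top dose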
Target sequence (P00811 whole entry, looked up): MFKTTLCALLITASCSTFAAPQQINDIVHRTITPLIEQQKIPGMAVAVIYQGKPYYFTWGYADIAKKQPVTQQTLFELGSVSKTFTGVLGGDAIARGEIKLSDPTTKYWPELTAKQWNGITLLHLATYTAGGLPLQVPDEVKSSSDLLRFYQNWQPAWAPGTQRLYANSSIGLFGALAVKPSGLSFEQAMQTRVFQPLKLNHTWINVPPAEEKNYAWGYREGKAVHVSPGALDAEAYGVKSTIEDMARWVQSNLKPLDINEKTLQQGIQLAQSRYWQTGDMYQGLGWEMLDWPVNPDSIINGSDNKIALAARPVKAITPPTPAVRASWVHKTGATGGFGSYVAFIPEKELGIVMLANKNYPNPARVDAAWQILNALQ
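AmpC (5.3 nM in the dispensed reagent) in 20 mM phosphate pH 7.0 with 0.01% (detergent screen) or 0.0001% Triton X-100 was preincubated with compounds for 15 min at room temperature. Nitrocefin was then added from an 800 uM solution, and hydrolysis was followed at 480 nm.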
Sm TGR inh – qHTS Assay for the Inhibitors of Schistosoma Mansoni Peroxiredoxins; purified TGR, DTNB reduction, TNB absorbance 405 nm; Potency, µM (highest dose often 114 µM), for the others: at the top dose activity change, negative = inhibition, usual class: inhibitors; 360,000 tested, 3% active; AID 485364, 2010; note: potency is the fitted concentration of half-maximal effect; nearly all actives have a fitted effect of over 60% in size
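First, TGR (20 nM dispensed) and NADPH were mixed with compound. Second, a 15 min room-temperature incubation followed. Third, further NADPH and then DTNB were added to start the reaction. Finally, TNB absorbance was monitored kinetically.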
Giardia FBPA inh – qHTS Assay for Inhibitors of Fructose-1,6-bisphosphate Aldolase from Giardia Lamblia; purified Giardia FBPA; Potency, µM (series often up to 59.6 µM), for inactives: at the highest dose activity, negative = inhibition, usual class: inhibitors; 290,000 tested, 0.71% active; AID 2451, 2010; note: potency is the fitted concentration of half-maximal effect; nearly all actives have a fitted effect of over 55% in size
Target sequence (A8B2U2 whole entry, looked up): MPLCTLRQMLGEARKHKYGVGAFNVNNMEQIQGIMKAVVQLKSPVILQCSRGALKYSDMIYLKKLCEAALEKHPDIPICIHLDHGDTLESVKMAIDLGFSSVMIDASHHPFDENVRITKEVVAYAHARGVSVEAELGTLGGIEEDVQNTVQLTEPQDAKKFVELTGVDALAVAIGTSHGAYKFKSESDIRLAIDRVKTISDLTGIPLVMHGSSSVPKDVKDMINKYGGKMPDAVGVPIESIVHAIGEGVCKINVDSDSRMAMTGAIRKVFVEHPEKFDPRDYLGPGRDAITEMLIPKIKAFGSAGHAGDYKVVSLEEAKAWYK
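40 nM FBPA preincubated 10 min at RT with compound (up to 57.5 uM final), then substrate plus GAPDH/TPI/NAD/arsenate coupling and diaphorase/resazurin added. Fluorescence read after 20 min at RT, 525/598 nm.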
HCMV antiviral – qHTS Assay for inhibitors of the human cytomegalovirus (HCMV); 410,000 tested, 4.5% active; HFF cells, HCMV-luciferase reporter, 72 h; stronger effect = lower value; activity change, negative = inhibition, % at 57.5 µM; in the data active = activity change below about -60%; inconclusive = no clear call, values can overlap the other calls; inactive = above about -39%
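Human foreskin fibroblasts infected with luciferase-reporter HCMV at MOI 1 PFU/cell, compounds at two doses. Luciferase measured 72 h post infection; normalized to buffer-only basal and Salinomycin (10uM) controls.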
AMA1 RON2 block – qHTS for Inhibitors of AMA1-RON; Towards Development of Antimalarial Drug Lead: Primary Screen. AID 720542, 2013. 360,000 tested, 0.2% active. Plasmodium falciparum AMA1 (3D7) - RON2 peptide interaction. AlphaScreen AMA1-biotinylated RON2 peptide binding. Potency, µM (top dose mostly 58.2 µM), for the others: at the highest dose activity change, negative = inhibition, actives largely listed as inhibitors;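 note: potency is the fitted concentration of half-maximal effect; 0% = vehicle wells and -100% = peptide control; nearly all actives have a fitted effect of over 45% in size; some results filed as inactive show a strong effect at the top dose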
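AMA1 (3D7) with his tag at 25 nM final met compounds first, then biotinylated RON2 peptide at 25 nM; detection used donor plus acceptor beads, 10 µg/mL apiece, read by AlphaScreen after 30 min at room temperature.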
AmpC inh no detg – qHTS Inhibitors of AmpC Beta-Lactamase (assay without detergent). P00811. AmpC nitrocefin hydrolysis, absorbance 480 nm, 0.0001% Triton. Potency, µM (doses to about 57.1 µM), without a hit: top-dose activity change, negative = inhibition, usual class: inhibitors. 330,000 tested, 0.52% active;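 note: potency is the fitted concentration of half-maximal effect; plate controls were no compound for no effect and no enzyme for full effect; nearly all actives have a fitted effect of over 20% in size; some results filed as inactive show a strong effect at the top dose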
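AmpC (5.3 nM in the dispensed reagent) in 20 mM phosphate pH 7.0 with 0.01% (detergent screen) or 0.0001% Triton X-100 was preincubated with compounds for 15 min at room temperature. Nitrocefin was then added from an 800 uM solution, and hydrolysis was followed at 480 nm.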
The depositor's hits bear a star; ? = inconclusive; / = not tested or not shown; & = joins results of further samples; [ ] = dose if it differs, or a comment. Unless noted, calls come from the whole dose curve; as a rule, active = well fitted curve in the direction sought with a large enough effect; inconclusive = small, poorly fitted or top-dose-only effect, or another doubt; inactive = no such curve, though single readings can be large; an effect the other way counts as inactive or inconclusive. Unless noted, % is set by controls: 0 for no effect and ±100 for the full control effect. Compounds as they come; any-hit rate near 7.8%.

The line under a structure holds: AmpC detergent, Sm TGR inh, Giardia FBPA inh, HCMV antiviral, AMA1 RON2 block, AmpC inh no detg
- Cc1ccc(NC(=O)C2C3C=CC(O3)C2C(=O)O)c(C)c1 (stereo unspecified)
  0%, 35µM*, 1%, -23, 0%, -16%
- O=C(CSc1nc(C2CCCCC2)nc2ccccc12)N1CCCC1
  8%, 10%, 4%, -101*, -12%, 79%[activator]
- CC1(C)C(c2ccccc2)=NC(c2cccnc2)=[N+]1[O-]
  -19%, -20%, -17%, 30, 0%, 2%
- Cc1cc(C)c(C#N)c(Nc2ccccc2Cl)n1
  ?, -8%, 3%, -23, -8%, -3%
- COc1ccc2nc(-c3ccccn3)[nH]c2c1
  /, 6%, 2%, 30, 58%[activator], /
- COc1ccc(S(=O)(=O)N2CCOC23CCN(C(=O)c2ccccc2OC)CC3)cc1
  -10%, -8%, /, -21, 5%, 1%
- COc1ccc(CC(=O)OCC(=O)NC2CCCCCC2)cc1OC
  -7%, -6%, /, 6, 6%, -2%
- O=C(NC(=S)Nc1c(Cl)ccc2nsnc12)c1ccco1
  -6%, 25µM*, ?, 31, -9%, -26%
- Cn1nnnc1SCc1c(F)cccc1F
  ?, 1%, 0%, 20, -2%, -14%
- CCCN1CCN(c2ncnc3c2nnn3Cc2ccccc2)CC1
  6%, ?, -3%, -17, 1%, 72%[activator]
- CCOc1ccc(NC(=O)CSc2nnc(Cn3cnc4ccccc43)n2C)cc1
  -4%, -8%, -1%, 32, 3%, -14%
- COc1cccc(CNC(=O)COC(=O)c2c(C)nn(-c3ccccc3)c2Cl)c1
  -2%, -6%, /, 33, 12%, 1%
- COC(=O)c1ccc(CNC(=O)Cn2cnc3c(NCc4ccccc4)ncnc32)cc1
  /, /, /, -36, 0%, -3%
- COc1ccccc1CNC(=O)CN1c2cccc3cccc(c23)S1(=O)=O
  -5%, -6%, /, -28, -2%, -37%
- CCn1c(CNC(=O)c2ccc(OC)c(OC)c2)nnc1SCC(=O)c1ccc(OC)cc1
  -13%, 5%, -7%, 27, -2%, -2%
- Cc1ccc(-c2c[nH]c(=S)n2-c2ccccc2F)cc1
  -2%, -4%, -3%, -64*, 52%[activator], -28%
- CCN(CC)S(=O)(=O)c1ccc(C(=O)NCC(=O)NC2CC2)cc1
  -13%, 1%, /, 35, 16%, -4%
- Cc1ccc(NC(=O)COC(=O)c2ccc(-n3cccn3)cc2)cc1C
  -12%, -3%, /, -12, -10%, 1%
- Cc1cc(C(=O)CN2C(=O)C(=O)N(CC(C)C)C2=O)c(C)n1C1CC1
  -9%, -21%, /, 2, -14%, -22%
- O=C(Nc1c(C(=O)N2CCN(c3ccccc3)CC2)oc2ccccc12)c1ccc(Br)o1
  26%, -2%, /, -28, /, /
- Fc1ccc(-c2nc3ccccn3c2NCc2ccc3c(c2)OCO3)cc1
  -7%, -5%, -8%, -11, ?, -29%
- CCN(c1ccc(NC(=O)c2cccc(S(=O)(=O)N3CCN(C)CC3)c2)cc1)C(C)C
  2%, 8.9µM*, /, -18, ?, -13%
- COCCn1c(SCC(=O)N2CCc3ccccc3C2)nc2cc(Cl)ccc2c1=O
  -1%, -3%, 2%, -4, 0%, -23%
- CCOc1ccc(OCC(=O)NCc2n[nH]c(=O)c3ccccc23)cc1
  ?, -1%, /, 9, 6%, -7%
- CC(=O)NC1C(=O)N(CCN2CCOCC2)c2ccc(Br)cc21 (stereo unspecified)
  -7%, 0%, ?, 14, ?, 53%
- COc1ccccc1NC(=O)Cn1c(C)cc(C)c(C#N)c1=O
  1%, 9%, /, 13, /, /
- CN1CCN(c2csc3ccc(F)cc3c2=O)CC1
  -4%, 1%, /, 4, /, /
- Cc1cc(C(=O)COC(=O)c2nccnc2N)c(C)n1C
  -2%, -27%, -13%, -25, -4%, -12%
- Cc1ccc(C)n1NC(=O)c1ccccc1[N+](=O)[O-]
  5%, /, -1%, -20, -10%, -26%
- Cc1ccc(NC(=O)C2CCC(CNS(=O)(=O)c3cccc4nsnc34)CC2)c(Cl)c1 (stereo unspecified)
  8%, -4%, /, -3, /, /
- Cc1csc(SCC(=O)NC23CC4CC(CC(C4)C2)C3)n1
  -6%, -19%, 0%, 0, 2%, -23%
- Nn1c(=O)[nH]c2ccccc2c1=O
  5%, -2%, 1%, -7, 7%, -1%
- COc1ccc(C(=O)NC(CCSC)C(=O)NC2CC2)cc1 (stereo unspecified)
  3%, 3%, /, 16, 12%, -14%
- CCOc1ccc(NC(=O)CSc2nc(N)c(-c3ccccc3)c(=O)[nH]2)cc1
  -12%, -2%, 2%, -29, 11%, -26%
- O=C(CCN1C(=O)c2ccccc2Sc2ncccc21)Nc1ccc(F)cc1
  -2%, 16µM*, /, 12, /, /
- O=C(Nc1ccc(OC(=O)c2ccco2)cc1)c1ccco1
  -5%, -9%, -6%, 17, 0%, -24%
- COc1cccc2c1cc1c(=O)n(CC(=O)NCc3ccco3)nc(C)n12
  1%, -2%, /, -16, /, /
- COc1cccc(NC(=O)Nc2cc(C(=O)NC(C)C)ccc2N2CC3CC(C2)c2cccc(=O)n2C3)c1 (stereo unspecified)
  -4%, -1%, 3%, ?, 9%, 106%[activator]
- Cc1cccc(-c2noc(CN(C(C)C)S(=O)(=O)c3ccc(F)cc3)n2)c1
  2%, 7%, -3%, -9, 23%, -4%
- O=S(=O)(NCc1ccccc1)c1ccccc1NCc1ccc(Cl)cc1
  /, /, /, -4, 11%, -40%
- C=CCNc1nc(N2CCCCC2)c(C#N)c2c1CN(Cc1ccccc1)CC2
  ?, 1%, ?, 2, -10%, -28%
- CC1CCN(CCCNC(=O)c2cc3sccc3n2C)CC1
  ?, 0%, -5%, -15, -4%, -3%
- CC1CCCN(C(=O)COC(=O)c2cc(-c3cccs3)nn2-c2ccccc2)C1 (stereo unspecified)
  1%, 2%, /, -10, 1%, -14%
- COc1ccc(OC)c(CCNC(=O)CC2(CC3=NS(=O)(=O)c4ccccc4N3)CCCC2)c1
  -16%, -16%, -5%, 61, 0%, -20%
- CCC1=C(c2ccc(C)cc2)S(=O)(=O)N=C1N1CCC(C(=O)NCc2ccc(N(C)C)cc2)CC1
  -3%, -75%, /, 20, /, /
- Cc1csc(NC(=O)C2CCCO2)n1 (stereo unspecified)
  ?, -7%, 3%, 72, -1%, -17%
- COc1ccc(CN(C)Cc2c(O)ccc3ccccc23)cc1
  4%, 3.2µM*, -3%, 18, 2%, -32%
- CCOC(=O)C(=CNc1cc(C(F)(F)F)ccc1N1CCOCC1)C(=O)OCC
  5%, 7%, -2%, -17, 0%, 6%
- COc1ccccc1CC(NC(C)=O)C(=O)NC1CCN(C(=O)Nc2cccc(F)c2)CC1 (stereo unspecified)
  -9%, -9%, 11%, -9, 6%, 33%
- Cc1cc(C(=O)COc2ccc(Cl)cc2Br)c(C)n1C
  -1%, -4%, -1%, -38, ?, -26%
- C/C(=N/NC(=O)c1nnn(-c2nonc2N)c1-c1ccccc1)c1ccc2c(c1)OCO2
  -2%, -6%, 6%, -39, -10%, -32%
- CCN(CC)CCOC(=O)c1c(C)n(C)c2ccc(OC)cc12
  -6%, 3%, -9%, -8, -11%, -13%
- COc1ccc(Cl)cc1NC(=O)CN(C)C(=O)/C=C/c1ccco1
  /, /, /, -26, -4%, 3%
- COc1cnn(-c2ccccc2)c(=O)c1SCc1ccc(Cl)c(Cl)c1
  0%, -2%, -6%, -25, 35%[activator], -16%
- COC(=O)Cc1coc2cc(OC)ccc12
  5%, -18%, /, 9, 6%, 0%
- c1cncc(CNc2ncnc3sc4c(c23)CCC4)c1
  -6%, 1%, -8%, -27, 16%, -23%
- CCOC(=O)c1c(NC(=O)COc2ccc(F)cc2)sc2c1CCC(C)C2 (stereo unspecified)
  13%, 1%, /, 0, /, /
- O=C(CSc1nnc(-c2cccnc2)n1Cc1ccco1)c1ccc2ccccc2c1
  ?, 22µM*, 0%, -1, 7%, 57%
- CCCc1c(C)nc2ccc(OC)cc2c1SCCC(=O)O
  -7%, -2%, 10%, -2, 17%[2.32 µM], -14%
- CSc1cccc(NC(=O)C(C)NS(=O)(=O)c2ccc(F)cc2)c1 (stereo unspecified)
  -5%, -2%, -2%, -19, 0%, -35%

Part of the list above, with each value named:
compound: CCN(CC)CCOC(=O)c1c(C)n(C)c2ccc(OC)cc12
  AmpC detergent = -6%
  Sm TGR inh = 3%
  Giardia FBPA inh = -9%
  HCMV antiviral = -8
  AMA1 RON2 block = -11%
  AmpC inh no detg = -13%
compound: COc1ccc(Cl)cc1NC(=O)CN(C)C(=O)/C=C/c1ccco1
  AmpC detergent = /
  Sm TGR inh = /
  Giardia FBPA inh = /
  HCMV antiviral = -26
  AMA1 RON2 block = -4%
  AmpC inh no detg = 3%

New compounds follow
The line under a structure holds: AmpC detergent, Sm TGR inh, Giardia FBPA inh, HCMV antiviral, AMA1 RON2 block, AmpC inh no detg
- Clc1ccc(-c2nn3cnnc3s2)c(Cl)c1
  ?, 10%, 0%, ?, 12%, -7%
- CCC(C)(C)NC(=O)/C=C/c1cnc2ccccc2n1
  0%, -5%, -14%, -37, 5%, -39%
- COC(=O)c1ccc(Nc2cc(C)nc3nc(C)nn23)cc1
  ?, -10%, 3%, 11, -4%, 15%
- O=C(Nc1ccc(NC(=O)C2CC2)nc1)c1ccncc1
  -1%, 58%[activator], -1%, 20, 21%, -6%
- CC(C)CC(C(=O)O)N1C(=O)[C@@H]2[C@H](C1=O)[C@@H]1C[C@H]2C(Br)C1Br (stereo partly specified)
  -16%, -10%, -2%, 16, -3%, -19%
- COc1cccc(Cn2nnc(C(=O)NCc3ccc4c(c3)OCO4)c2N)c1
  1%, 2%, -3%, -11, 11%, 35µM*
- CCOc1ccc(CNC(=O)c2ccc3c(c2)N(Cc2ccccc2)CCS3)cc1
  6%, -2%, /, -28, /, /
- Cc1ccc(C)c(OCCC(=O)OCC(=O)NC2CCCC2)c1
  -8%, -4%, /, 8, -3%, 14%
- COC(=O)C1=C(C)N(Cc2ccco2)C(=O)N[C@H]1c1ccccc1
  -1%, 20µM*, 0%&3%, /, /, -7%
- O=C(CCCCC(=O)NNC(=O)COc1ccccc1)NNC(=O)COc1ccccc1
  8%, -28%, -2%, 124, 2%, -18%
- COc1ccc(OC)c(NC(=O)c2nnn(CC(=O)Nc3ccc4c(c3)OCO4)c2N)c1
  1%, -5%, -12%, /, -3%, -19%
- CCCCN(C)CCNC(=O)CCn1nc(-c2ccc(C)cc2)ccc1=O
  ?, -12%, 4%, ?, 1%, 3%
- Cc1cccc(NC(=O)C2CCCN(c3nc4ccccc4s3)C2)c1C (stereo unspecified)
  14%, 1%, /, 17, /, /
- COc1ccc(-c2cn3nc(N4CCCC(C(=O)NCc5ccccc5OC)C4)sc3n2)cc1 (stereo unspecified)
  15%, 7%, /, 0, /, /
- Cc1nn(C)cc1/C=N\NC(=O)c1ccc(Cn2cc(Cl)cn2)cc1
  ?, 0%, 11%, -10, 28%, -18%
